Bioassay records from PubChem.
RAD54 inh – blocks human RAD54 Holliday junction branch migration | inhibition, % at 10.4 µM | hit rate 0.14% among 360,000 | FAM/BHQ fluorescence | Q92698;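 active means mean normalized replicate activity at least 40 and at least half of replicates scoring 40 or more; inconclusive means only one of the two criteria met; inactive means mean below 40 and under half of replicates reaching 40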;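 further: 0% = median of neutral control wells and 100% = median of positive control wells; inhibitors cause a drop in the FAM fluorescence signal; in these data hits start at about 50%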
Target sequence (Q92698 whole entry, looked up): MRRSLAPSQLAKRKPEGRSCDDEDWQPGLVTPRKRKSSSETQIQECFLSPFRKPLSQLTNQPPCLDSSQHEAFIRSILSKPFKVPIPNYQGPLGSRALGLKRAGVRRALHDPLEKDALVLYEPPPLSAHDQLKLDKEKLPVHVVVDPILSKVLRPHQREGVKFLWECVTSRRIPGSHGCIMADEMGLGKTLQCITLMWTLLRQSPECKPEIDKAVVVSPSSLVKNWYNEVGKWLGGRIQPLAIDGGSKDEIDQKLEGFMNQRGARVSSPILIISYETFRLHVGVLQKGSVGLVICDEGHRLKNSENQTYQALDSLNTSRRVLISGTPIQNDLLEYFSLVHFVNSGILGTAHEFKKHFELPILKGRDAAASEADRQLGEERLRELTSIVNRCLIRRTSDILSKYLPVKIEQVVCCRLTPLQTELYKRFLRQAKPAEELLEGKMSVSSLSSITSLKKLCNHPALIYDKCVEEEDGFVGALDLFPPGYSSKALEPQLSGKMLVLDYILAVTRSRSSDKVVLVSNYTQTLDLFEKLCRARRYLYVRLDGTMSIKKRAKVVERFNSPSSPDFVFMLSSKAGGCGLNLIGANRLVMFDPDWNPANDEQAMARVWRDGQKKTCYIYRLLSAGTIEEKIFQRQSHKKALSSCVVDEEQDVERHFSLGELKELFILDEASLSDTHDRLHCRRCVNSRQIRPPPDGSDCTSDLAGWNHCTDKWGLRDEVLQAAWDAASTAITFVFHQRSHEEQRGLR
RAD52 inh – inhibitors of human RAD52 DNA annealing; P43351; recombinant RAD52 DNA annealing, FRET fluorescence; inhibition, % at 18.7 µM; hit rate 0.46% among 360,000; AID 651710;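 active means every replicate showing at least 50% inhibition; inconclusive means mean inhibition at least 50% but not in every replicate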
Xi reactivation – activators of X-chromosome reactivation in mouse fibroblasts; XiGFP mouse fibroblasts, % GFP-positive cells imaging, 3 d; cells co-treated with 5-aza-dC sensitizer; scaled so ellipticine positive control = 100%; activation, % at 7.58 µM; hit rate 0.055% among 360,000; AID 743238;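 active means mean normalized replicate activation at least 10% and every replicate at or above 10%; inconclusive means only one of the two criteria met; inactive means mean below 10% and not all replicates reach 10%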;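 further: 0% = median of on-plate neutral control wells and 100% = ellipticine 6 µM median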
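Material: XiGFP fibroblasts, SV40-immortalized. Buffer or medium: DMEM plus 5-aza-dC sensitizer. Compound: single concentration per compound, delivered by pin transfer. Times: 3 days compound exposure. Controls: ellipticine 6 µM.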
INS-1E GSIS act – GLuc luminescence reporter in INS-1E cells, primary screen for activators of glucose-dependent secretion of insulin | INS-1E GLuc reporter insulin secretion, 2-3 h | activation, % at 16.6 µM | hit rate 0.61% among 370,000 | AID 743287;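 active means lowest replicate activation of at least 40%, so every replicate reaches that level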;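 further: 0% = median of neutral control wells and 100% = median of IBMX positive control wells; some compounds called inactive have numbers as strong as hits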
CFTR F508del cor – correctors of CFTR F508del function in bronchial epithelial cells; CFBE cells, YFP halide quenching; stimulated with forskolin plus potentiator P3; % fluorescence drop versus neutral controls; hit rate 0.36% among 350,000; activity (quench increase), % at 7.58 µM; AID 720511;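 active means mean added fluorescence quench of at least 8% versus neutral control, with both replicates also reaching 8%; inconclusive means only one of the mean or replicate conditions met; inactive means mean below 8% and not both replicates reaching 8%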;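 further: cells transiently co-express mutant CFTR-F508del with the halide-sensitive YFP; corrector assay measuring rescue of mutant channel to the surface after 24 h compound exposure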
DENV2 CPE rescue – DENV2-induced cell death inhibition. DENV2-infected cells, cytopathic effect rescue, plate reader. CPE inhibition, % at 9.99 µM. hit rate 1.7% among 350,000; in the data active means CPE inhibition above about 20%, passing the limit was not always enough; inconclusive means no clear call, values can overlap the other calls; tested in BHK-21 cells;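 further: 0% = median of neutral control wells and 100% = median of positive control wells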
CASP6 VEID inh – inhibitors of human caspase-6. P55212. purified caspase-6, Z-VEID-R110 cleavage fluorescence. inhibition, % at 12.5 µM. hit rate 0.53% among 350,000. AID 686996;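 active means mean inhibition across replicates at least about 35%, with every replicate also reaching that limit, limit read from the data; inconclusive means only one of the two criteria met; inactive means neither criterion met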;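 further: 0% = median of neutral control wells and 100% = no fluorescence left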
Target sequence (P55212 24-179 limits assumed): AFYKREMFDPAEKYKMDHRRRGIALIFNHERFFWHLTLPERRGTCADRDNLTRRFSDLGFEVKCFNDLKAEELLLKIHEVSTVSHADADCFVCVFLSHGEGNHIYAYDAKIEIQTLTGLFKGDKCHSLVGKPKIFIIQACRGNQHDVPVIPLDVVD
Target sequence (P55212 194-293 limits assumed): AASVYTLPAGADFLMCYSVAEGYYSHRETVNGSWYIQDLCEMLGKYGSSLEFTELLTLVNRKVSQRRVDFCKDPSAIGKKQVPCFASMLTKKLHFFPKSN
E-selectin induc – induces E-selectin expression in human endothelial cells; HUVEC E-selectin immunofluorescence imaging; normalized: neutral wells 0, TNF-alpha wells 100; activation, % at 7.58 µM; hit rate 0.37% among 260,000;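 active means mean E-selectin-positive cell signal at least 10% of the positive control, reached in at least 60% of replicates, without over 20% cell loss; inconclusive means no rule given, readout overlaps actives, possibly toxicity-flagged; inactive means the rest, including those meeting only one limit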;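 further: in these data hits start at about 27%; measured in HUVEC primary endothelial cells; signal is the percent of cells scored E-selectin positive by PE staining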
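Assay system: HUVEC, human umbilical vein endothelial cells / Amount: 3,000 HUVEC/well / Controls: TNF-alpha positive control, DMSO neutral control / Compound dosing: single concentration / Medium: EGM-2 over gelatin coat / Evaluation: percent E-selectin-positive cells / Signal: immunofluorescence imaging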
* = called active by the depositor; ? = inconclusive; / = no result given; & = joins results of further samples.

Start of the data: the first three records, to show the layout:
SMILES	RAD54 inh	RAD52 inh	Xi reactivation	INS-1E GSIS act	CFTR F508del cor	DENV2 CPE rescue	CASP6 VEID inh	E-selectin induc
CO[C@H]1CC[C@@H]2CCOc3c(C#N)cccc3C(=O)N(C)C[C@H](c3ccccc3)CC(=O)N(C)C[C@@H]1O2	1	5	0.0	9	-1.4	7	-4	-0.1
CCOC(=O)c1ccc(NC(=O)c2cccc(C)c2[N+](=O)[O-])cc1	/	-8	-0.1	-15	1.9	-6	-4	/
Cc1cccc(N2CCN(Cc3cnc(Cl)s3)CC2C)c1 (stereo not drawn)	-8	-16	-0.1	11	-1.2	/	3	2.5

All compounds of this part, previewed entries included:
SMILES	RAD54 inh	RAD52 inh	Xi reactivation	INS-1E GSIS act	CFTR F508del cor	DENV2 CPE rescue	CASP6 VEID inh	E-selectin induc
CO[C@H]1CC[C@@H]2CCOc3c(C#N)cccc3C(=O)N(C)C[C@H](c3ccccc3)CC(=O)N(C)C[C@@H]1O2	1	5	0.0	9	-1.4	7	-4	-0.1
CCOC(=O)c1ccc(NC(=O)c2cccc(C)c2[N+](=O)[O-])cc1	/	-8	-0.1	-15	1.9	-6	-4	/
Cc1cccc(N2CCN(Cc3cnc(Cl)s3)CC2C)c1 (stereo not drawn)	-8	-16	-0.1	11	-1.2	/	3	2.5
C#CCNC(=O)c1cc2cccnc2nc1N	/	-9	0.5	-10	-0.7	-12	1	0.0
CCC(=O)Nc1c(S(=O)(=O)c2ccc(C)cc2)c2nc3ccccc3nc2n1C(C)c1ccccc1 (stereo not drawn)	/	-9	0.0	-9	-2.3	-6	-1	/
CCC(=O)Nc1ccc2c(c1)OC[C@@H](C)N(Cc1ccccc1F)C[C@H](C)[C@H](OC)CN(C)C2=O	-5	22	-0.1	-19	/	-3	1	1.0
Cn1cnc(S(=O)(=O)N2CCCCC2c2cc(C(=O)Nc3cccc(C#N)c3)no2)c1 (stereo not drawn)	-26	-11	0.1	21	1.1	-9	-1	-0.1
CCC(C)N1CC(=O)N2Cc3[nH]c4ccccc4c3C[C@H]2C1=O (stereo partly drawn)	-3	3	0.1	20	-3.5	-1	1	/
C[C@@H]1CCCCO[C@H](CN(C)C)[C@H](C)CN([C@@H](C)CO)C(=O)c2cc(NC(=O)Cc3ccccc3)ccc2O1	9	3	-1.2	28	1.2	8	0	0.3
COc1ccc(-c2cc([C@H]3[C@@H]4C=CCC[C@@]4(C)C(=O)N3Cc3ccccc3)ccc2F)cc1OC	-1	-27	0.1	9	5.8	?	-3	-0.3
c1cncc(-c2ccc(C3[C@@H]4CN(Cc5nccs5)C[C@H]3N4)cc2)c1 (stereo partly drawn)	/	-2&-13	0.1&0.0	3&9	?	-1&5	1&1	0.1&0.1
COc1ccccc1C(=O)Nc1ccccc1C(=O)NCc1ccco1	2	-13	0.0	236	0.5	3	3	-0.6
CC1(C(=O)OCC(=O)Nc2nnc(-c3ccccc3)o2)CC1(Cl)Cl (stereo not drawn)	/	-19	0.0	8	-3.5	6	-1	/
O=C(NC1CCN(Cc2ccccc2)CC1)c1ccccc1NS(=O)(=O)c1ccc(F)cc1	-5	-19	0.2	-14	1.6	?	4	3.1
NNC(=O)CSc1nnc(-c2ccccc2)n1-c1ccccc1	-3	7	-0.1	-7	1.6	4	-1	-0.2

Record cards, as listed above.
Profile of COc1ccc(-c2cc([C@H]3[C@@H]4C=CCC[C@@]4(C)C(=O)N3Cc3ccccc3)ccc2F)cc1OC → RAD54 inh = -1; RAD52 inh = -27; Xi reactivation = 0.1; INS-1E GSIS act = 9; CFTR F508del cor = 5.8; DENV2 CPE rescue = ?; CASP6 VEID inh = -3; E-selectin induc = -0.3
Profile of CCC(=O)Nc1c(S(=O)(=O)c2ccc(C)cc2)c2nc3ccccc3nc2n1C(C)c1ccccc1 (stereo not drawn) → RAD54 inh = /; RAD52 inh = -9; Xi reactivation = 0.0; INS-1E GSIS act = -9; CFTR F508del cor = -2.3; DENV2 CPE rescue = -6; CASP6 VEID inh = -1; E-selectin induc = /

Later entries.
SMILES	RAD54 inh	RAD52 inh	Xi reactivation	INS-1E GSIS act	CFTR F508del cor	DENV2 CPE rescue	CASP6 VEID inh	E-selectin induc
O=C(NNc1ccccc1[N+](=O)[O-])Nc1ccc(Cl)c(Cl)c1	/	-14	-0.1	/	0.9	-6	17	0.2
CNC[C@H]1Oc2ncc(C#CCC3CCCC3)cc2C(=O)N([C@@H](C)CO)C[C@H]1C	1	-25	0.6	-5	-0.8	2	-3	/
C=CCn1c(SCc2nc3sc(C(=O)O)c(C)c3c(=O)[nH]2)nnc1-c1ccc(C(C)(C)C)cc1	-9	-81	1.7	-12	3.5	1	5	-0.4
O=C(OCC(=O)C12CC3CC(CC(C3)C1)C2)c1ccc(O)cc1O	-5	-11	0.1	-4	-2.1	0	4	/
COCCCNC(=O)CSc1ccsc1[N+](=O)[O-]	/	-35	0.1	-3	/	1	20	-0.4
COc1ccc(C(=O)Nc2nnc(Cc3ccc(OC)c(OC)c3)s2)cc1	-11	9	0.1	4	4.1	2	-8	3.5
COC(=O)c1ccc2[nH]c3cccc(/C(=C/c4ccccc4)c4ccccc4)c3c2c1	9	-9	0.6	/	0.8	0	0	0.3
O=C1N[C@@H](Cc2ccccc2)COCc2cn(nn2)CC[C@@H]1Cc1ccccc1	/	-10	0.0	8	/	0	-4	-0.1
COc1ccc(C(=O)NCC2CCCO2)cc1OC (stereo not drawn)	/	7	0.0	19	2.1	7	0	-0.9
COC(=O)CNC(=O)c1ccccc1F	6	-8	/	4	-1.0	1	-1	/
O=C(Nc1ccc(F)cc1)N1C[C@@H]2[C@H](c3ccccc31)[C@@H](CO)N2Cc1ccccc1	4	-4	0.0	-8	1.1	17	4	0.1
C[C@@H]1CN([C@H](C)CO)C(=O)c2cccc(NC(=O)NC3CCCCC3)c2O[C@H]1CN(C)S(=O)(=O)c1cn(C)cn1	-4	2	0.0	3	0.9	-1	5	-0.1
CCOC(=O)C1=CN(Cc2cccc(F)c2)S(=O)(=O)N(C)C1c1ccc(C(F)(F)F)cc1 (stereo not drawn)	10	-15	0.5	-34	3.5	2	1	-1.9
CC1(c2cccc(Br)c2)NC(=O)NC1=O (stereo not drawn)	1	-11	0.0	7	3.4	-6	-1	-0.2
COc1ccc(-c2ccc3c(c2)[C@H]2[C@H](CCN2C(=O)c2ccccc2F)[C@H](CO)N3C)cc1	1	/	-0.1	-11	-0.2	7	/	0.2
CCn1c(CN2CCCCC2)nc2cc(S(=O)(=O)N3CCCCC3)ccc21	-6	-2	0.1	22	3.0	-2	-5	-0.3
C/C(=N\NC(=O)Cc1ccccc1)c1ccc(Br)s1	6	-6	0.2	22	-1.0	6	1	-0.2
Cc1ccc(C)c(N2C(=O)c3cc(N4CCOCC4)c([N+](=O)[O-])cc3C2=O)c1	-7	1	-0.1	/	/	-3	3	0.0
CCOC(=O)c1ccc(NC(=S)N2CCSC2c2ccc(Cl)cc2)cc1 (stereo not drawn)	6	-5	0.0	-3	-3.2	-2	0	/
C[C@H]1CN([C@@H](C)CO)C(=O)CCCn2nncc2CO[C@@H]1CN(C)Cc1cccnc1	8	-8	-0.2	1	-3.2	-2	-2	0.2
O=C(NCc1nc2ccccc2[nH]1)C1=C[C@@H](c2ccc3c(c2)OCO3)C[C@@H](OCc2ccc(CO)cc2)O1	6	1	/	/	-0.1	0	0	/
CCOC(=O)c1ccc(N2CCOCC2)c(NC(=O)COCC(=O)O)c1	-2	-4	-0.1	-8	1.1	0	1	0.2
C[C@H](NC(=O)C[C@@H]1C[C@@H]2c3cc(N(C)C)ccc3O[C@@H]2[C@H](CO)O1)c1ccccc1	-14	-28	0.0	6	-0.9	1	-1	0.1
COc1ccc(N2C(=O)c3ccccc3NC23CCCCC3)cc1	-1	-16	/	-5	1.3	-1	1	/
O=C(C1CCCC1)N1CCCCN2[C@H](CO)[C@@H](c3ccc(C#CC4CC4)cc3)[C@H]2C1	3	16	/	/	-1.2	3	-2	/
N#Cc1c(NC(=O)C(=O)NCCCN2CCOCC2)sc2c1CCCC2	9	-6	0.0	-5	1.5	-1	-1	/
COc1cccc(CN(C)C[C@@H]2OCc3ccccc3-c3c(n(C)c4ccccc34)C(=O)N([C@H](C)CO)C[C@@H]2C)c1	/	-7	-1.4	-13	-1.7	0	2	-0.7
Cc1noc(C)c1NC(=O)Nc1ccc2c(c1)C(=O)N([C@@H](C)CO)C[C@H](C)[C@H](CN(C)Cc1ccc3c(c1)OCO3)O2	-2	4	0.7	20	-0.2	0	1	/
O=C(NC(Nc1nc2ccc([N+](=O)[O-])cc2s1)(C(F)(F)F)C(F)(F)F)c1cccnc1	/	-5	0.1	-65	0.1	-1	1	/
CN(C)C(=O)c1nc2ccc(Cl)cn2c1CNCc1ccccc1OC(F)(F)F	-3	-34	0.0	9	0.4	-7	2	/
C[C@H]1CN(C(=O)OC(C)(C)C)CCN1c1ccc(N2CCS(=O)(=O)CC2)c(C#N)c1	/	-2	0.4	/	-1.8	2	-4	-0.3
COc1ccccc1C(=O)COC(=O)C(NC(=O)Cc1ccccc1)C(C)C (stereo not drawn)	8	-12	-0.6	-19	-1.0	-7	-1	0.8
N=c1n(CC(=O)c2ccc(Br)cc2)c2ccccc2n1Cc1ccccc1	10	12	0.0	18	0.1	-8	/	0.1
COCCN(C(=O)Cc1coc2cc(C)c(C)cc12)c1c(N)n(Cc2ccccc2)c(=O)[nH]c1=O	-3	1	0.0	-5	1.8	4	2	-0.1
COc1cccc(C2=CC(c3ccc(OC)c(OC)c3)NC(=S)N2)c1 (stereo not drawn)	/	-8	0.0	/	0.4	?	-3	/
CC(C)C[C@H]1C(=O)N2CCC[C@H]2[C@]2(O)O[C@](NC(=O)C3C=C4c5cccc6[nH]c(Br)c(c56)C[C@H]4N(C)C3)(C(C)C)C(=O)N12 (stereo partly drawn)	-8	-13	0.2	-16	-0.6	-8	2	0.6
CCCNC(=O)N1[C@@H](CO)[C@@H](c2ccc(-c3ccccc3)cc2)[C@@H]1CNC(C)=O	4	/	0.4	-6	1.0	-15	/	-0.1
Cc1sc2c(c1C)c(=O)n(-c1ccccc1)c(=O)n2CC(=O)NCC1CCCO1 (stereo not drawn)	/	-7	-0.2	-5	-2.2	2	-2	-0.8
COc1ccc(C2=CC(=O)C[C@H](COCc3ccccc3)N(C(=O)OC(C)(C)C)O2)cc1	-4	-11	0.0	-10	-0.9	15	3	-0.2
O=C(NCc1ccc2c(c1)OCO2)C1CC(=O)N(CCc2ccc(Cl)cc2)C1 (stereo not drawn)	-4	-17	0.4	4	1.4	?	-1	-0.2
Cn1nc(C(=O)NCC(=O)Nc2ccc(F)c(F)c2F)c2ccccc2c1=O	10	-3	0.5	12	-0.5	-16	4	-1.4
COc1ccc(C2N(C(=O)N3CCOCC3)CCN2S(=O)(=O)c2ccc(C)cc2)cc1 (stereo not drawn)	12	1	/	-3	-0.9	0	0	/
CCNC(=O)C[C@H]1CC[C@H](NC(=O)C2CCC2)[C@@H](CO)O1	3	0	0.1	15	-2.2	11	2	-0.2
O=C(Cc1csc(NC(=O)c2ccc(F)cc2)n1)NO	1	-6	0.0	41	3.1	11	0	-0.1
